HDAC3 inh – inhibitors of human histone deacetylase 3; O15379; recombinant HDAC3, fluorogenic peptide/trypsin coupled, fluorescence; inhibition, % at 8.3 µM; 320,000 tested, 0.15% active; AID 2718; in the data active means inhibition above about 26%, passing the limit was not always enough
Target sequence (O15379 whole entry, looked up): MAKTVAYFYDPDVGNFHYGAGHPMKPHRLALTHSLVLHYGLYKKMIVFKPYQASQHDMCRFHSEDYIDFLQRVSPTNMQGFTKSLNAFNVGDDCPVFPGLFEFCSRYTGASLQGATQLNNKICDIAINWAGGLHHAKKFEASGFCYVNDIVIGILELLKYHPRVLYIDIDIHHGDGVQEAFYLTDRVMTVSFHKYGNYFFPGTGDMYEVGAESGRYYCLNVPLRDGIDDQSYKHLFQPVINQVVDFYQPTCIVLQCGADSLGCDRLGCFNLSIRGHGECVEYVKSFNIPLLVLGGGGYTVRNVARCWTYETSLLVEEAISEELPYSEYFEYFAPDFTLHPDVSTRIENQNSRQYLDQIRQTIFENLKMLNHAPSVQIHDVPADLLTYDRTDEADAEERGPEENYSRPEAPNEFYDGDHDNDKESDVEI
PolyA inhibitor – inhibitors of polyadenylation in S. cerevisiae; 300,000 tested, 0.02% active; S. cerevisiae SKY197-pL101 polyadenylation reporter, beta-gal luminescence; efflux-impaired pdr1/pdr3 knockout yeast; score 100 = 6 SD above DMSO; calls only at 12 µM;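 active means lowest replicate activity score at least 50, where 100 means six control SD above control mean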;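 further: yeast exposed to compound for 9 h at 30 °C; higher score means more reporter readthrough which indicates perturbed polyadenylation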
AI-2 QS modul – modulates the Vibrio harveyi AI-2 quorum sensing system. Vibrio harveyi JMH597 AI-2 luminescence/OD600 ratio, 9 h; stronger effect = lower value; strain lacks LuxN and CqsS sensors; 0 = neutral-control median. activity change, % at 7.5 µM. 300,000 tested, 0.4% active. AID 2094; in the data active means activity change below about -75%, passing the limit was not always enough;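 further: luminescence divided by OD600 gain over 9 h not by final OD600 alone; inactives centre near 13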
HSP90 inh – HSP90 refolding inhibition in rabbit reticulocyte lysate | AID 1789 | luciferase refolding luminescence, 3 h | 290,000 tested, 0.91% active | inhibition, % at 5.6 µM;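 active means inhibition above the screen-wide mean plus 3 SD, computed separately per campaign, cut at about 16% in these data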;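 further: 0% = DMSO wells and 100% = 60 µM geldanamycin wells; inhibitors lower the luminescence because luciferase stays unfolded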
GSK3beta inhib – blocks human GSK3beta kinase activity; P49841; GST-GSK3beta kinase, ADP-Glo luminescence, 60 min; stronger effect = lower value; 300,000 tested, 0.038% active; activity score (negative = inhibition), % at 10 µM;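 active means more than half of replicate wells score below -50%, meaning over 50% inhibition versus plate controls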;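 further: 0% = median DMSO wells and -100% = median GW8510 positive control wells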
Target sequence (P49841 whole entry, looked up): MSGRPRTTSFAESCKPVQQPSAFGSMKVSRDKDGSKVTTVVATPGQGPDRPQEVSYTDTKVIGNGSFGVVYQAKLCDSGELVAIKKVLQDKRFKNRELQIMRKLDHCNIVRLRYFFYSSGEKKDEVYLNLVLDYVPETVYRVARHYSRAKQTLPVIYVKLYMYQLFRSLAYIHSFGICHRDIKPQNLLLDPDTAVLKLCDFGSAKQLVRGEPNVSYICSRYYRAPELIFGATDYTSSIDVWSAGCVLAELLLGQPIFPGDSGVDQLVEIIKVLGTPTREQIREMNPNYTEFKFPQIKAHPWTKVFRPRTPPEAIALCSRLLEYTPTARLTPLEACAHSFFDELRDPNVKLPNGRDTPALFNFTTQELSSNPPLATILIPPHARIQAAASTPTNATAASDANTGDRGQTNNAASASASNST
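Assay system: GST-fused GSK3beta enzyme, cell-free / Medium: Tris pH 7.5 buffer with MgCl2, DTT, BSA, heparin / Also added: peptide substrate plus 25 µM ATP (final) / Compound: 10 µM single point / Timing: kinase reaction with compound 60 min at room temperature / Detection: ADP-Glo luminescence / Benchmarks: DMSO neutral wells and GW8510 at 20 µM as positive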
Dyrk1A ADPGlo – inhibitors of rat Dyrk1A kinase; Q63470; ADP-Glo luminescence, NFATc1 peptide; inhibition, % at 12.5 µM; 310,000 tested, 0.43% active; in the data active means inhibition above about 50%;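 further: plate controls were vehicle with enzyme for no effect and no enzyme for full effect; many of its hits are not listed in these tables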
HSF1 activator – increases HSF-1 driven luciferase reporter signal; NIH3T3-HGL HSF-1 luciferase reporter, MG132, 8 h; 100% = twice DMSO control signal; activation, % at 9 µM; 300,000 tested, 1.7% active;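 active means mean replicate activation of at least 50% with a set share of replicates each reaching 50%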;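 further: 0% = median of the neutral control wells and 100% = twice that signal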
Platelet DG rel – modulates dense granule release in human platelets; human platelet-rich plasma, SFLLRN dense granule ATP release, luminescence; inhibition, %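 (compounds screened at 7.5 µM in platelet-rich plasma)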; 300,000 tested, 0.22% active; AID 1663;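 active means mean replicate score, as percent of positive control, at or above 50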
GSK3 alpha inh – human GSK-3 alpha kinase inhibition; ADP-Glo luminescence, 60 min; inhibition, % at 10 µM; 320,000 tested, 0.1% active; AID 2650;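 in the data active means inhibition above about 50%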;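 further: GST-tagged GSK-3 alpha with peptide substrate and 25 µM ATP; 0% = DMSO neutral wells and 100% = GW8510 positive control wells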
HSF1 inhib – HSF1 inhibition; activity change, negative = inhibition, % at 7.5 µM (by protocol); AID 2098; NIH3T3-HGL HSE-luciferase, MG132-induced, luminescence 8 h; stronger effect = lower value; 300,000 tested, 0.77% active;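 active means more than half of replicate wells show activity change below -50%, luminescence cut by over half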;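 further: luciferase reports HSF-1 transcriptional activity via heat shock element; 0% = median of DMSO wells and -100% = zero luminescence signal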
* = called active by the depositor; i = inactive; . = not tested or not shown. These rows are one share of the data; rates above refer to the full screens.

SMILES	HDAC3 inh	PolyA inhibitor	AI-2 QS modul	HSP90 inh	GSK3beta inhib	Dyrk1A ADPGlo	HSF1 activator	Platelet DG rel	GSK3 alpha inh	HSF1 inhib
CCCC[C@@H]1CNCCN1CCc1cccc(F)c1	2	i	16	.	0	-4	20	-2	3	0
Cc1oc2cc(O)ccc2c(=O)c1N1C(=O)c2ccccc2C1=O	0	i	19	1	1	.	-2	-2	1	-1
COc1ccc(-c2nnn(CC(=O)N3CCN(c4ccccc4OC)CC3)n2)cc1	6	i	36	0	-12	11	3	2	-3	2
CCOC(=O)c1ccc(NS(=O)(=O)c2cc(-c3nnnn3CC)ccc2OC)cc1	4	i	32	-1	-4	-10	-1	-1	-3	-11
O=C(/C=C/c1cccc([N+](=O)[O-])c1)N(c1ccccn1)c1ccccn1	9	i	17	2	2	-10	-10	2	-3	-9
Cc1ccc(NC(=O)CSC2=C(C#N)C(c3ccco3)C3=C(CCCC3=O)N2)cc1 (centres undefined)	0	i	6	5	2	-2	39	-1	5	27
CC1(C)NC(=O)N(CCCOc2ccc(Br)cc2Cl)C1=O	-2	i	24	-3	0	-13	46	-7	2	35
COc1ccc(-n2nc3cc(C)c(NC(=O)C(C)C)cc3n2)cc1	.	i	22	2	-1	.	-13	-2	.	-7
O=C1NN=C(c2ccccc2)CC1c1ccc(Cl)cc1Cl (centres undefined)	4	i	-6	0	3	-2	13	8	0	-5
CC(C)C(=O)Nc1nnc(CCN2CCCCC2)s1	1	i	10	-4	4	2	-3	-7	3	4
CCOC(=O)c1cc(-c2ccc(C)cc2)n(CCC(=O)N2CCN(c3ccccn3)CC2)c1C	7	i	35	0	3	-6	13	-2	0	-3
COc1ccc(N2CCN(C(=S)Nc3ccccc3)CC2)cc1	7	i	-4	0	2	11	-13	2	.	-10
COc1ccc(CCNC(=O)CN(C)S(=O)(=O)c2ccc(Br)s2)cc1OC	-17	i	12	7	4	-3	-17	-23	-1	-2
NC(=O)CCC(NS(=O)(=O)c1ccc(Cl)cc1)C(=O)NCc1ccccc1 (centres undefined)	-1	i	14	1	1	.	1	1	-1	-1
S=C(NCCN1CCOCC1)Nc1ccc(Cl)cc1Cl	2	i	-13	-4	3	-9	-10	-20	-2	-7
Cc1cccc(NC(=S)NCC(C)CSc2ccc(Cl)cc2)c1 (centres undefined)	5	i	5	3	2	-5	8	-7	-2	4
CC(=O)c1ccc(OCCCCCCCOc2ccc(C(C)=O)cc2)cc1	-5	i	23	0	1	1	-13	-4	5	-5
COc1ccccc1C(=O)N(Cc1ccco1)C1CCS(=O)(=O)C1 (centres undefined)	-6	i	6	1	-1	2	-1	-4	-1	-4
C=CCn1c(=O)c2c(nc(-c3ccc(S(=O)(=O)O)cc3)n2C)n(C)c1=O	-110	i	-7	.	2	9	5	-1	-4	1
CCCCCCCNC(=O)C1(CC2CC(c3cccc(Br)c3)=NO2)CCN(C(=O)CCCCCBr)CC1 (centres undefined)	6	i	13	.	-4	7	-8	5	-1	1
COc1ccc(N2CCN(C(=O)c3ccc4c(=O)n(Cc5ccc6c(c5)OCO6)c(=O)[nH]c4c3)CC2)cc1	-2	i	-26	-1	-2	2	11	-8	-2	-3
CC(Sc1nc(-c2ccccc2)cc(C(F)(F)F)n1)C(=O)Nc1sc2c(c1C(N)=O)CCC2 (centres undefined)	-2	i	25	-4	2	-3	-6	3	-1	5
C=CCn1c2ccccc2c2nnc(SCc3[nH]c(=O)[nH]c3C(=O)CCCCC(=O)OCC)nc21	4	i	40	-2	0	7	-13	21	6	-11
Cc1ccc2c(c1)=C(c1sc(N(C)c3ccc(O)cc3)nc1O)C(=O)N=2	-3	i	-9	4	-5	5	41	4	-4	5
CNc1c([N+](=O)[O-])cnn1-c1ccc(Cl)cc1Cl	-6	i	29	-1	1	-1	4	-9	1	1
CC(C)(C)NC(=S)NNC(=O)c1ccc2ncccc2c1	-2	i	.	-1	.	1	25	2	0	9
CCCn1c(=O)c(C(=O)Nc2ccccc2C(=O)OC)c(O)c2ccccc21	7	i	19	-2	-2	0	-21	-1	2	-8
Cc1cccc(-n2c(=S)[nH]c3sc4c(c3c2=O)CCc2ccccc2-4)c1	.	i	24	3	2	6	2	-7	.	-3
CC1=Nn2c(nnc2-c2cc(-c3ccccc3)n[nH]2)SC1	-1	i	5	-2	2	-1	8	4	-1	0
CC(C)(C)N1CSC(=S)N(Cc2ccccc2)C1	2	i	2	-1	1	.	-8	0	1	4
CN(C)/C=C(\C=N\OCc1ccc(Cl)cc1Cl)C(=O)Nc1ccc(Cl)c(Cl)c1	1	i	19	1	3	5	-16	2	2	4
CC(=O)Nc1ccc(S(=O)(=O)NC2(C(F)(F)F)NC(=O)N(c3ccc(C)cc3)C2=O)cc1 (centres undefined)	-11	i	26	0	1	0	-11	-7	5	1
O=C(NC(=S)NCCC1=CCCCC1)c1cccnc1	1	i	.	2	.	.	1	8	-3	2
Cc1ccc(C)c(C(C)NC(=O)C2CCCO2)c1 (centres undefined)	3	i	17	-7	2	9	2	8	0	-5
Cc1c(N=Cc2ccc(Cl)o2)c(=O)n(-c2ccccc2)n1C	1	i	33	3	4	-1	-3	-5	-2	-7
CCOC(=O)c1sc(N)c(C#N)c1COC(=O)CNC(=O)c1cc(OC)c(OC)c(OC)c1	3	i	17	-3	3	2	-9	1	3	-7
O=C(CC(SCc1ccco1)c1ccc(O)cc1)c1cccs1 (centres undefined)	9	i	23	3	-1	21	22	11	1	14
COc1cc(Cl)c(C)cc1NC(=O)COC(=O)CCc1nc2ccccc2c(=O)[nH]1	-2	i	-3	.	-2	10	2	-10	-2	1
CC1=NN(c2nc3ccccc3[nH]2)C(=O)/C1=C/N(C)C	-4	.	17	8	-14	6	.	.	7	.
Cc1nnc(SCc2ccccc2CSc2nnc(C)s2)s1	-1	i	7	3	1	-6	6	1	0	-4
O=[N+]([O-])c1cc(Cl)c(O)c2ncccc12	.	i	-88*	2	1	10	11	1	.	1
CCOc1c2ccc(C(=O)NCc3ccc(OC)cc3)cc2nn1CCOC	-33	i	2	-2	-2	-15	12	2	.	0
Cc1cc(-c2ccc(Cl)cc2)n2nc(C)cc2n1	1	i	26	-1	-2	-1	-16	-1	-1	0
Cc1nc(-c2ccccc2)sc1C(=O)/C=C/N(C)C	4	i	29	-3	-1	21	-1	-4	-1	6
Oc1ccc2ccccc2c1/C=N/n1cnnc1	-4	i	26	5	3	46	-10	2	15	-3
CCOC(=O)N1CCC(NC(=O)CN2C(=O)CSc3nc(C)cc(C)c32)CC1	0	i	3	2	3	8	-78	26	-1	-71*
Cc1ccc2nc(SCC(=O)Nc3cccc(F)c3)nc(=O)n2c1	.	i	36	.	2	-2	-1	16	.	-3
COc1ccc(CCC(=O)Nc2sc(C(=O)N(C)C)c(C)c2C#N)cc1	.	i	23	0	3	2	8	-2	.	4
COc1ccc(OC)c(CCNC(=O)Cn2nc(C)c3c(C)n(-c4ccc(C)cc4)nc3c2=O)c1	9	i	30	1	0	1	13	-6	-1	-3
O=[N+]([O-])c1ccccc1OCCCN1CCc2ccccc2C1	6	i	10	-4	0	-1	-16	0	-2	-12
CN(C)C(C)(C)/C=C/C(O)(c1ccccc1)c1ccccc1	-3	i	17	-2	6	0	-1	5	-3	-9
O=C(c1ccccc1-n1cccc1)N1N=C(C(F)F)CC1(O)C(F)F (centres undefined)	-4	i	12	0	-1	-1	-3	20	5	-6
CSc1nc(N)nc(SC2C=CCCC2)c1C#N (centres undefined)	3	i	6	1	2	-2	9	5	-2	6
CC(C)NC(=O)c1ccc(C2SCC(=O)N2Cc2ccccc2)cc1 (centres undefined)	3	i	-6	1	0	-1	8	-7	2	3
CC(C)(C)OC(=O)NNC(=S)NC1CCCCC1	-2	i	21	-2	1	3	15	0	-4	6
O=C(CC1N=C2c3ccccc3N=C(SCc3ccc(F)cc3)N2C1=O)NCc1ccco1 (centres undefined)	-7	i	-25	-2	0	2	7	4	-1	7
CC(=O)c1c(C(C)=O)c(C)n(-c2cccc3cccnc23)c1C	-3	i	12	7	1	.	10	8	-2	-2
C/C(N)=C(/C#N)C(=O)CSc1cc(Cl)ccc1Cl	-1	i	9	-4	0	-3	-8	1	-4	11
O=C(CN1CCCCC1)NCCNC(=O)CN1CCCCC1	-3	i	11	3	1	-2	-4	4	.	-2
CCCN1CCN(C(=O)Nc2ccc(OCC)cc2)CC1	-6	i	17	-1	-2	0	1	10	-2	-8

Other entries follow:
SMILES	HDAC3 inh	PolyA inhibitor	AI-2 QS modul	HSP90 inh	GSK3beta inhib	Dyrk1A ADPGlo	HSF1 activator	Platelet DG rel	GSK3 alpha inh	HSF1 inhib
N#CC1=C(N)C(C#N)(C#N)C(c2cccnc2)C2COCC=C12 (centres undefined)	1	i	23	0	-5	0	0	2	-1	3
CC(Sc1nc(-c2ccccc2)cs1)C(=O)Nc1ccc(Cl)cn1 (centres undefined)	8	i	21	-1	-1	0	14	5	-1	0
Cc1ccc(C(=O)n2c(=S)nc3ccccn32)cc1	.	i	21	11	2	.	-11	22	.	3
O=C1NCCCCC1NS(=O)(=O)c1cccc2ccccc12 (centres undefined)	0	i	26	-5	0	-5	26	3	-2	5
O=C1CSC(c2cccnc2)N1Cc1ccc(Cl)cc1 (centres undefined)	-11	i	29	1	-1	-9	18	-8	-1	2
CCOc1cc(/C=N\n2nnnc2N)ccc1O	0	i	1	-1	0	27	-11	14	10	7
COc1ccc(S(=O)(=O)N(CC(=O)NCc2ccco2)c2ccc(F)cc2)cc1	10	i	4	2	3	-3	24	-10	2	-7
CC(=O)Nc1ccc(S(=O)(=O)N2CCN(CC(O)COc3ccc4ccccc4c3)CC2)cc1 (centres undefined)	-2	i	23	0	0	2	13	-7	-2	14
CCc1cccc(CC)c1C(OC(C)=O)c1cccnc1 (centres undefined)	3	i	28	.	-1	-5	9	-14	-2	-3
CCOc1ccc(CNC(=S)N/N=C/c2ccncc2)cc1	15	i	25	-2	-1	11	9	9	-4	-3
O=S(=O)(c1ccc(Cl)cc1)c1cc(O)ccc1O	6	i	4	-2	-2	-1	27	-2	-3	-6
CCOC(=O)N1CCN(c2cc(C)nc3nc(C)nn23)CC1	-2	i	23	-1	4	3	-8	6	2	-3
O=C(CN1C(=O)NC2(CCCC2)C1=O)Nc1ccc(Cl)c(C(F)(F)F)c1	4	i	12	-5	2	-9	12	5	-6	1

Screens deposited in PubChem by several laboratories.
